# STAT1 activator – STAT1 signaling activation. NIH 3T3 STAT1-luciferase reporter, IFN-gamma, luminescence; 100% = IFN-gamma alone, no compound. activation (% of control), % at 5.5 µM. actives 2.6% (n = 200,000). AID 932;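 active = activation above the screen-wide mean activation plus 3 SD, cut at about 130% in these data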;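 note: raw ratio to IFN-gamma control signal so 100% means no change and 0% no light; values of inactives mirror those of a sister screen read the other way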
# STAT1 inh – inhibitors of IFN-gamma induced STAT1 signaling; NIH 3T3 STAT1-luciferase reporter, luminescence; inhibition, % at 5.5 µM; actives 0.35% (n = 200,000);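 active = inhibition above a set limit, the mean inhibition across all tested compounds plus 3 SD, cut at about 34% in these data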;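 note: 0% = IFN-gamma with DMSO and 100% = IFN-gamma with 300 µM nifuroxazide; values of inactives mirror those of a sister screen read the other way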
# Efa HMGR inh – inhibitors of class II HMG-CoA reductase from Enterococcus faecalis | inhibition, % at 10 µM | actives 0.41% (n = 190,000) | AID 1066 | purified E. faecalis HMGR, NADPH absorbance 340 nm kinetic;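 active = inhibition above a set limit, the median over all tested compounds plus 3 SD, cut at about 9.5% in these data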;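 note: enzyme runs in reverse so mevalonate oxidation gives rising NADPH absorbance; 0% = complete reaction with DMSO and 100% = background rate lacking mevalonate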
# STAT3 act – activators of IL-6 induced STAT3 signaling; U3A cells, IL-6 STAT3-luciferase reporter, luminescence; 100% = signal with IL-6 EC80 alone; activation (% of control), % at 5.6 µM; actives 0.91% (n = 190,000); AID 871;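 active = activation above the screen-wide mean of compound activation plus 3 SD, cut at about 130% in these data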;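 note: 0% = background luminescence of wells with medium and substrate only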
#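 Material: STAT3-luciferase reporter U3A cells; Probe or stimulus: IL-6 (33 ng/mL); Incubation: compound pre-incubation 1 h before IL-6, then 6 h stimulation at 37 °C; Technique: luminescence from STAT3-driven luciferase reporter; Evaluation: % activation versus median of IL-6-stimulated wells; Controls: IL-6-only high control.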
# NF-kB neuron act – compounds increasing NF-kB expression in human neuronal cells. fold change at 12.5 µM. actives 1.6% (n = 190,000). AID 1239. NF-kB reporter expression; stronger effect = higher value; in the data active = fold change above about 3.3
# APP 5'UTR act – APP 5'UTR luciferase reporter activation; SH-SY5Y APP 5'UTR luciferase reporter, luminescence; zero percent = DMSO vehicle wells; activation, % at 2 µM; actives 1% (n = 190,000);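 active = activation above a set limit, based on mean plus 3 SD of controls, cut at about 140% in these data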; note: values of inactives mirror those of a sister screen read the other way
# Redox H2O2 prof – compounds producing H2O2 with reducing agent – biochemical, NIH compound library profiling, artefact control for MLSCN library redox annotation, primary screen. actives 0.03% (n = 200,000). activation, % at 10 µM. DTT-dependent redox cycling H2O2, phenol red/HRP absorbance; 100% = 100 µM peroxide control, 0% = buffer;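 active = activation of at least 50% relative to the plate's high and low controls in the primary single-dose screen; inactive = activation below 50%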;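 note: compound incubated with DTT at 0.8 mM final as the reducing agent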
# Hsp70 activator – switches on Hsp70 transcription; AID 1203; actives 0.04% (n = 200,000); activation, % at 10 µM; HeLa Hsp70 promoter luciferase reporter, luminescence; scaled: vehicle 0, proteasome-inhibitor control 100%;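 active = activation above the mean across all tested compounds plus 3 SD, cutoff set per campaign, cut at about 5.5% in these data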;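 note: 100% = MG132 at 30 µM as the positive control and 0% = DMSO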
# STAT3 blocker – reduces IL-6 driven STAT3 reporter signal; inhibition, % at 5.5 µM; U3A cells, IL-6 STAT3-luciferase reporter, luminescence; host cell line lacks STAT1; actives 0.89% (n = 190,000); AID 862;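 active = inhibition above the mean inhibition across all screened compounds plus 3 SD, cut at about 44% in these data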;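 note: 0% = DMSO only wells and 100% = 100 µM nifuroxazide control wells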
# TLR4-MyD88 BLA – TLR4-MyD88 interaction inhibition in cells; HeLa CL3-4 TLR4/MyD88 BLA complementation, FRET ratio; inhibition, % at 8.4 µM; actives 0.18% (n = 200,000); AID 861; in the data active = inhibition above about 25%;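 note: 0% = vehicle and 100% = reference inhibitor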
# Target sequence (O00206 whole entry, looked up): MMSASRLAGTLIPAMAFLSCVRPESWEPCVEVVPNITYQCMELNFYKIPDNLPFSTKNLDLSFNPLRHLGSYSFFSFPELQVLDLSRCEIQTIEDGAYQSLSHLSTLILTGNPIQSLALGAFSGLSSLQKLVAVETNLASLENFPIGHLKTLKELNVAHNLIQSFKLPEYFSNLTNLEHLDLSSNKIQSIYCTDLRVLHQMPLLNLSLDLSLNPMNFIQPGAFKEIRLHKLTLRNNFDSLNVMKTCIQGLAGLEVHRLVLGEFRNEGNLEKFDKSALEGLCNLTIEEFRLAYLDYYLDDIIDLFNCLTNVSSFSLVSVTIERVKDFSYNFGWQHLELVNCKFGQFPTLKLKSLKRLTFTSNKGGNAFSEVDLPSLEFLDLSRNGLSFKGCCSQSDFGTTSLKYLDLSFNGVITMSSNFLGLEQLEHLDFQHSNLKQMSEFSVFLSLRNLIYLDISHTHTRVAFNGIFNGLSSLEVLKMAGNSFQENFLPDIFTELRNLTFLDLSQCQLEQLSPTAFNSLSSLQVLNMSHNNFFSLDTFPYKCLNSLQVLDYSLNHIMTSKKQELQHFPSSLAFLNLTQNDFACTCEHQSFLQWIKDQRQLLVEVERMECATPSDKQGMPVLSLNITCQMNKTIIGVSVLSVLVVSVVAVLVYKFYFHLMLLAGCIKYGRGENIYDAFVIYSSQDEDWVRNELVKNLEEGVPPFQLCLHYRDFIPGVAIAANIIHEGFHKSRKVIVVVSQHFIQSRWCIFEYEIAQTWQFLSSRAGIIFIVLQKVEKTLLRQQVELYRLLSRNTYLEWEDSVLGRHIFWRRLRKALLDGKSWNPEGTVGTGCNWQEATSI
# Target sequence (Q99836 whole entry, looked up): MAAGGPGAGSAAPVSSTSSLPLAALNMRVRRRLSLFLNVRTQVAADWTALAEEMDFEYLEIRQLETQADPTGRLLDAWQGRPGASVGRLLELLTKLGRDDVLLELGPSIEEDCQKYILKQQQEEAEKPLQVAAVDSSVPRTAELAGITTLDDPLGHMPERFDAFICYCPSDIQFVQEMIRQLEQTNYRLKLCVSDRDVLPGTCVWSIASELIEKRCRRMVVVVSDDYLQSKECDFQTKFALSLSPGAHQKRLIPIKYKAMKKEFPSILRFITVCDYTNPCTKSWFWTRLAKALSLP
# * marks the source's active call; other numbers are inactive results; x = not tested or not shown.
SMILES,STAT1 activator,STAT1 inh,Efa HMGR inh,STAT3 act,NF-kB neuron act,APP 5'UTR act,Redox H2O2 prof,Hsp70 activator,STAT3 blocker,TLR4-MyD88 BLA
Cc1sc(/N=C/c2ccccc2O)c(C#N)c1C,100.1,-0.1,1.9,132.2,1.4,9.2,0.0,-0.4,-29.1,4.7
CCOC(=O)c1ccc(Nc2ncnc3c2cnn3C)cc1,104.1,-4.5,-2.7,91.2,0.95,1.9,0.7,-0.1,15.7,-3.1
CN(c1ccccc1)S(=O)(=O)c1ccc(NC(=O)c2ccccc2)cc1,118.5,-21.1,-0.7,104.7,0.94,9.5,0.0,-0.4,-2.7,-22.0
O=C(c1ccc(Cl)cc1)n1c(NCc2ccccc2)n[nH]c1=S,101.9,-4.0,-9.6,88.9,1.12,24.4,-0.5,-0.1,16.7,-4.9
COc1ccc(-c2csc3nc(C(C)C)oc(=O)c23)cc1OC,105.0,-8.9,2.6,94.7,1.09,-2.1,0.0,0.1,11.0,4.4
Cc1ccc(C(=O)CC(Nc2ccc(F)cc2)c2ccccc2)cc1 (stereo not drawn),99.5,0.6,0.5,99.9,0.92,17.9,0.0,-0.1,3.1,1.9
COc1ccc(C(=O)NCc2nnc(SCC(=O)N3CCc4ccccc43)n2C2CCCCC2)cc1,102.7,-3.0,-6.2,95.8,1.11,5.2,1.8,-0.3,3.6,-1.4
CCC(=O)N1CCc2cc(S(=O)(=O)N(CC)c3cccc(C)c3)ccc21,102.7,5.2,-2.3,98.3,0.87,-6.9,0.2,-0.2,3.2,4.8
CC(Oc1cc(F)ccc1[N+](=O)[O-])C(=O)N(C)CC(=O)Nc1ccccc1C(F)(F)F (stereo not drawn),102.3,-2.8,0.0,109.3,1.15,3.6,-0.2,-0.1,-2.8,0.8
COc1ccc(/C=C/C(=O)c2cc(F)ccc2OC(=O)c2ccccc2C)cc1OC,99.5,0.5,-3.2,143.5*,2.57,-96.7,2.7,0.2,-48.4,0.9
COc1ccccc1NC(=S)N1CCC(C(=O)c2ccc(F)cc2)CC1,97.6,0.6,1.8,99.8,0.81,-11.0,0.3,-0.1,8.7,-15.5
NC(=O)CSc1ncc(-c2ccc([N+](=O)[O-])cc2)[nH]1,114.2,-15.9,2.5,100.6,1.45,0.3,-0.7,-0.3,1.5,-1.7
CC1=[N+](C)N(c2ccccc2)C(=O)C1N=Cc1ccccc1Cl (stereo not drawn),100.5,-0.6,-4.3,104.1,1.21,6.5,0.2,0.1,-4.1,-1.0
C=CCn1c(COc2ccc(CC)cc2)nnc1SCC(=O)NC1CCS(=O)(=O)C1 (stereo not drawn),101.8,-2.0,-2.5,101.4,1.35,17.8,0.3,-0.1,-0.2,8.3
Cc1occc1-c1nnc(SCC(=O)NC(=O)NC(C)C)n1N,94.4,6.2,-1.0,95.7,1.08,-6.9,-1.5,-0.2,8.1,-10.8
Cc1cc(OCc2ccc(F)cc2)nc(-c2ccccc2O)n1,93.8,6.8,-4.1,84.3,0.96,7.4,0.9,-0.2,25.7,-2.3
CCn1c(SCC(=O)Nc2nc(-c3ccc(C)cc3)cs2)nnc1-c1ccccc1O,96.9,3.3,-6.1,88.0,1.09,-3.2,-3.9,-0.1,17.2,9.2
C=C(C)CSc1nnc(-c2cc(OC)c(OC)c(OC)c2)n1N,100.2,-0.2,4.1,100.7,0.81,-0.9,-0.2,0.1,6.8,-0.6
O=C(CSc1nnc(CN2CCCCCC2=O)n1-c1ccccn1)NCC(F)(F)F,105.5,-6.0,-0.1,102.3,1.18,3.1,1.8,-0.1,1.4,4.2
Cn1c(SCC(=O)N2CCc3ccccc3C2)nnc1-c1cccs1,99.7,0.4,-1.8,93.0,1.12,4.9,-2.3,0.0,12.5,-5.5
CC(C)CC(C)c1cc(N)nc2nc3ccccc3n12 (stereo not drawn),98.8,0.8,-5.5,93.3,0.97,-21.1,-1.3,-0.5,10.3,-26.6
c1ccc(-c2nc(NCc3ccco3)c3ccccc3n2)cc1,101.3,1.4,-3.8,103.4,1.09,22.8,0.4,-0.2,-1.0,1.5
O=C(CN1CCN(C(=O)N2CCOCC2)CC1)Nc1ccc(Br)cc1,95.9,8.8,-5.9,107.1,1.42,-5.5,0.2,-0.5,-4.6,13.0
Cc1cc(CSc2ccccc2)ccc1NC(=O)COc1ccccc1,105.7,-6.3,-3.0,80.5,1.46,-12.4,1.3,0.1,27.9,11.3
CC(=O)Nc1ccc(C(=O)CSc2cc(C)c3cccc(C)c3n2)cc1,94.3,6.4,-1.2,92.8,0.99,8.2,0.7,-0.2,8.4,1.0
CCc1ccc(NC(=S)Nc2cc(OC)c(NC(=O)C(C)C)cc2OC)cc1,88.3,10.6,1.2,100.0,1.24,6.2,0.0,0.5,3.5,14.1
FC(F)(F)c1cccc(CON=C2CCN(c3ncc(C(F)(F)F)cc3Cl)CC2)c1,98.7,1.4,-0.3,89.4,1.12,-2.1,1.5,-0.3,18.5,-11.2
COc1ccccc1OCC(=O)Nc1cc(Cl)ccc1Oc1ccccc1,99.7,0.3,0.3,105.7,1.04,-3.6,0.7,-0.4,-7.1,-2.2
CC1=CC2=C(OC1N(C)C)c1cccc3cccc(c13)C2=O (stereo not drawn),99.9,0.1,1.4,101.2,0.93,9.8,2.0,0.2,2.5,5.0
O=C(N/N=C/c1ccc([N+](=O)[O-])o1)c1cc(-c2ccc(-c3ccccc3)cc2)nc2ccccc12,115.9,-16.8,-8.0,97.2,x,-89.8,-0.5,-0.3,9.1,1.1

# Reformatted as labelled records: part of the list above.
Cc1cc(CSc2ccccc2)ccc1NC(=O)COc1ccccc1
  STAT1 activator = 105.7 | STAT1 inh = -6.3 | Efa HMGR inh = -3.0 | STAT3 act = 80.5 | NF-kB neuron act = 1.46 | APP 5'UTR act = -12.4 | Redox H2O2 prof = 1.3 | Hsp70 activator = 0.1 | STAT3 blocker = 27.9 | TLR4-MyD88 BLA = 11.3

CC(=O)Nc1ccc(C(=O)CSc2cc(C)c3cccc(C)c3n2)cc1
  STAT1 activator = 94.3 | STAT1 inh = 6.4 | Efa HMGR inh = -1.2 | STAT3 act = 92.8 | NF-kB neuron act = 0.99 | APP 5'UTR act = 8.2 | Redox H2O2 prof = 0.7 | Hsp70 activator = -0.2 | STAT3 blocker = 8.4 | TLR4-MyD88 BLA = 1.0

# Further records:
SMILES,STAT1 activator,STAT1 inh,Efa HMGR inh,STAT3 act,NF-kB neuron act,APP 5'UTR act,Redox H2O2 prof,Hsp70 activator,STAT3 blocker,TLR4-MyD88 BLA
CCOc1ccc(/C=N/O)cc1,103.9,-4.0,-3.1,96.7,1.18,-13.5,0.0,-0.2,4.0,-5.4
O=C(NCC1CCCO1)/C(=C\c1cccc([N+](=O)[O-])c1)NC(=O)c1ccccc1 (stereo not drawn),97.1,2.2,-4.2,88.2,0.99,-8.7,-0.5,0.1,19.6,13.8
Cc1nc2ccccc2c2oc(C(=O)NCCCN3CCC(C)CC3)cc12,104.8,-5.3,-2.3,105.1,1.05,1.0,-0.6,-0.2,3.0,-9.2
COC(=O)CC1C(=O)NCCN1C(=S)NC(=O)CCc1ccccc1 (stereo not drawn),95.0,5.6,5.5,107.3,0.96,-17.0,-0.5,0.1,1.5,-0.6
O=C1C(=O)N(CC2CCCO2)C(c2ccccc2[N+](=O)[O-])/C1=C(/O)c1ccccc1 (stereo not drawn),100.5,-2.0,1.5,107.8,1.24,-8.6,-0.1,-0.2,-8.1,6.8
CCN(CC)c1ccc(C=C(c2nnnn2-c2ccccc2)c2nnnn2-c2ccccc2)cc1,93.5,7.3,-3.2,105.2,0.78,5.1,1.7,-0.2,-9.0,1.9
O=Cc1ccc(N2CCCCCC2)cc1,106.2,-6.8,-1.9,103.5,1.17,x,0.5,-0.5,-5.9,6.9
CCC(C)Nc1nc(Cl)nc(NCCOc2ccccc2)n1 (stereo not drawn),100.7,1.6,0.9,102.9,1.36,5.3,-0.5,-0.2,-6.2,-2.8
OC(c1ccc(Cl)cc1Cl)C(Cc1cccnc1)n1cncn1 (stereo not drawn),99.6,0.4,-3.5,101.3,1.29,0.2,2.0,-0.5,4.9,-3.4
COc1cccc2c3c(c(C)nc12)CCN3c1ccccc1,100.7,-2.3,-3.2,105.8,1.33,-9.6,-1.4,-0.1,-2.0,2.5
CC1(C)CC(=NO)CC(C)(C)N1,102.9,-3.2,-1.8,103.3,0.93,5.2,1.1,0.0,-1.1,-10.4
Cc1cccn2cc(-c3ccc(S(=O)(=O)N4CCOCC4)cc3)nc12,96.3,4.0,2.2,85.6,0.98,-9.2,-0.6,-0.2,20.9,-7.6
COc1ccc(NC(=O)C(NCC(C)C)c2ccccc2)cc1Cl (stereo not drawn),100.7,-1.9,1.4,98.0,1.23,-4.3,-0.4,-0.2,3.9,-27.4
COC(=O)c1cc(C)nc(N)c1C#N,100.2,-0.2,-4.5,97.5,1.15,15.1,-0.5,-0.3,6.4,-13.0
O=C1C2C3C=CC(C3)C2C(=O)N1/N=C/c1cn(Cc2ccc(F)cc2)c2ccccc12 (stereo not drawn),94.6,6.0,-3.4,102.1,0.82,-12.6,-0.9,-0.1,4.8,-1.9
COC(=O)c1cc(Br)c(=O)n(-c2ccccc2OC)c1,108.1,-8.8,3.0,100.6,1.14,-0.3,0.0,0.3,4.7,-2.0
CN1CCN(/C=N/C2=C(C#N)C(c3ccccc3)C3=C(CC(C)(C)CC3=O)O2)CC1 (stereo not drawn),92.6,8.2,-1.9,102.2,1.13,1.5,0.0,-0.1,0.7,0.3
Cc1cc(C)cc(C(=O)NCC(=O)OCc2c(C)noc2C)c1,89.3,11.8,-0.1,99.4,1.14,1.5,0.0,-0.2,4.2,4.7
O=S1(=O)CCN(C(CO)c2ccccc2)CC1 (stereo not drawn),98.3,0.1,-2.4,93.9,1.09,-21.9,-1.7,-0.2,16.7,-15.9
OC(COc1ccc2cc(Br)ccc2c1)CN1CCOCC1 (stereo not drawn),110.6,-10.8,-2.4,100.1,0.99,6.6,0.6,-0.2,1.2,-0.1
Cc1ccc2[nH]cc(C(=O)CN3CCN(C)CC3)c2c1,91.1,9.9,-4.5,112.5,1.18,-8.0,1.5,-0.2,-11.9,-7.0
Cc1cccc(-c2csc(NC(=O)c3cnccn3)c2C(=O)OC(C)C)c1,99.1,1.0,-2.2,90.7,1.02,8.6,0.0,-0.1,16.3,-10.1
Cc1cc2ncn(CCCCOc3ccccc3)c2cc1C,91.5,9.2,-3.7,83.8,1.14,1.3,0.1,-0.4,24.0,-3.9
COC(=O)c1c(C)nn(-c2ccccc2)c1-n1cccc1,93.0,7.6,-2.5,101.7,0.95,0.5,0.2,-0.2,-5.2,-11.2
CCOc1ccc(-c2nc(-c3ccncc3)no2)cc1OCC,107.1,-7.8,-7.2,116.9,0.94,20.9,1.7,-0.1,-15.9,2.6
O=C(Nc1ccc2c(c1)OCO2)C(c1ccccc1)N1CCCCC1 (stereo not drawn),x,x,-12.0,x,0.99,6.1,-1.1,x,x,x
O=S(=O)(c1ccc(S(=O)(=O)N2CCN3CCCC3C2)cc1)N1CCCC1 (stereo not drawn),94.8,5.7,2.7,100.7,0.92,22.3,1.6,-0.2,2.7,-4.1
CCCN1C(=O)C(O)(C/C(C)=N/O)c2ccccc21 (stereo not drawn),101.3,-1.4,-1.3,101.8,0.86,-0.4,-1.0,-0.2,1.3,-5.5
